TcdB GH inh: TcdB glycohydrolase inhibitors, primary screen, biochemical, single point, plate reader. TcdB glycohydrolase enzymatic assay. inhibition, % at 9.99 µM. 350,000 tested, 0.24% active. AID 652162, 2013; in the data active = inhibition above about 10%
Target sequence (P18177 whole entry, looked up): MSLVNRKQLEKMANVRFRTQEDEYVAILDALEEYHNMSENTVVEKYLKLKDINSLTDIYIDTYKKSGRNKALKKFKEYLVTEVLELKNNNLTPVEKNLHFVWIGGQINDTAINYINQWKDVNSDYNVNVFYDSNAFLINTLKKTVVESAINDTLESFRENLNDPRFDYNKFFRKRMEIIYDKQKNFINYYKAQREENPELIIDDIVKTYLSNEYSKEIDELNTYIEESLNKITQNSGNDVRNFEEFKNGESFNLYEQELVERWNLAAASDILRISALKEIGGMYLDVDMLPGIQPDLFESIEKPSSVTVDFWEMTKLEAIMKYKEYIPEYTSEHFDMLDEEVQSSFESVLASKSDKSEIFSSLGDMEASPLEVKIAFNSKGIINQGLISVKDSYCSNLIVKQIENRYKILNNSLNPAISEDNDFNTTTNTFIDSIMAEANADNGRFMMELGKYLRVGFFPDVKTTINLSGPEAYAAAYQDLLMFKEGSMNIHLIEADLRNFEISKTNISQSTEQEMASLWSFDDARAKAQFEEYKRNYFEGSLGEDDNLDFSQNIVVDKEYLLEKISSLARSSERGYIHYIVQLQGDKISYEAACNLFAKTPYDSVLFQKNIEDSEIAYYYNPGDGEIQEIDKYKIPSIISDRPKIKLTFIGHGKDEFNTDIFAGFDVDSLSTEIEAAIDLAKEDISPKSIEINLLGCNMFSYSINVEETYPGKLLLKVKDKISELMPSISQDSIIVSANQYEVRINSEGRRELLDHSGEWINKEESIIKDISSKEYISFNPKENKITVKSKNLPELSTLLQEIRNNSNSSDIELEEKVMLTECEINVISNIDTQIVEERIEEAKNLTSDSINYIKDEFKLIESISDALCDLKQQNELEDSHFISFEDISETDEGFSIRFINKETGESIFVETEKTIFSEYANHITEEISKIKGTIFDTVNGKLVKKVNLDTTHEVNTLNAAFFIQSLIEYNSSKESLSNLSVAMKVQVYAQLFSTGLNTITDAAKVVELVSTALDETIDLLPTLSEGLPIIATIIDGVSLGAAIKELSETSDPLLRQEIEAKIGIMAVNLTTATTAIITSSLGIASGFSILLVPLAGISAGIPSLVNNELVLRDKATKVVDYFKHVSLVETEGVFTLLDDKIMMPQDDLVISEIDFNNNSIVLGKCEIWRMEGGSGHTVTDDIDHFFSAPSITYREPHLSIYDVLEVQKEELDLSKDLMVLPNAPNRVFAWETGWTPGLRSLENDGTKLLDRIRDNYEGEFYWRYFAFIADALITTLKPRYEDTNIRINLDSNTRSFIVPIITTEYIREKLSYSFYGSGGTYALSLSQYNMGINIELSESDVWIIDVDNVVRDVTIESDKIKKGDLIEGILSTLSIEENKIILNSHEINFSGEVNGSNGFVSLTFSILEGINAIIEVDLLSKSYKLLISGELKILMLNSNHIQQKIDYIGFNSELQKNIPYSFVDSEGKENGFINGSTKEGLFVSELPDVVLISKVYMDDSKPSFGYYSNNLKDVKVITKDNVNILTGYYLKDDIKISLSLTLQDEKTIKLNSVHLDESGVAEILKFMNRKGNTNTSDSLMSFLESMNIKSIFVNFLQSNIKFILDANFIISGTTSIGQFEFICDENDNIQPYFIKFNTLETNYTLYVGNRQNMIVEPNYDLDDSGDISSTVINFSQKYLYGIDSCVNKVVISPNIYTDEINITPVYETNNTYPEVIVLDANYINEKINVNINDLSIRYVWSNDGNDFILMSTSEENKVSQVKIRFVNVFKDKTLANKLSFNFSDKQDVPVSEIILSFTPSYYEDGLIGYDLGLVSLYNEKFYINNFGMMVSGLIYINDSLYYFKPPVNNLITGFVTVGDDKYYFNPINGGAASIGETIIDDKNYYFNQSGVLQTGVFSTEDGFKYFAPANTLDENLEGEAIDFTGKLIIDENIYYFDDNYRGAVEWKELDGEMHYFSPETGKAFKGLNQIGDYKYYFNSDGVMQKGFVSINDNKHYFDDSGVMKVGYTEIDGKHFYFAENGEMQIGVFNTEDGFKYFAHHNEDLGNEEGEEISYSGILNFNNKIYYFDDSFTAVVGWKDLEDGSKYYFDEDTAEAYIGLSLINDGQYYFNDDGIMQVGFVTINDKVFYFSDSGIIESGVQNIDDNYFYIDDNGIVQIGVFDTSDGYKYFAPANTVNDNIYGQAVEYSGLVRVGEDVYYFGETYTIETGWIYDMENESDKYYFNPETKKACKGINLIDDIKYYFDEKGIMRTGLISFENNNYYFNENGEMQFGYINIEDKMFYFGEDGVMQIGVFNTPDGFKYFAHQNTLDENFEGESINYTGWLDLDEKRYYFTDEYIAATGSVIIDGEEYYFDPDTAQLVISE
Numbers without * were called inactive. Only part of the results is shown, so the mix of outcomes need not match the whole.

molecule,TcdB GH inh
COc1ccc(S(=O)(=O)Nc2ccc3c(c2)C(=O)N([C@@H](C)CO)C[C@H](C)[C@H](CN(C)C(=O)CCCN(C)C)OCCCC[C@@H](C)O3)cc1,-0.5
CCCNC(=O)C[C@@H]1C[C@H]2c3cc(NC(=O)NC4CCCC4)ccc3O[C@H]2[C@@H](CO)O1,-0.5
C[C@H]1CN([C@@H](C)CO)S(=O)(=O)c2ccc(-c3cncnc3)cc2O[C@H]1CN(C)C(=O)c1ccc2c(c1)OCO2,1.4
COc1ccc(CN(C)C[C@H]2Oc3ccc(NC(=O)Nc4ccc5c(c4)OCO5)cc3C(=O)N([C@@H](C)CO)C[C@@H]2C)cc1,0.0
Cc1noc(C)c1NC(=O)N(C)C[C@@H]1Oc2ccc(NC(=O)Nc3ccc(F)cc3)cc2C(=O)N([C@H](C)CO)C[C@H]1C,-0.2
COc1ccccc1-c1ccc([C@H]2[C@@H](CO)N(C(=O)C3CCC3)[C@H]2C#N)cc1,0.8
CN(C)C(=O)C[C@H]1CC[C@@H](NC(=O)C2CC2)[C@@H](CO)O1,-0.1
COc1ccc(S(=O)(=O)N(C)C[C@H]2Oc3ccc(NS(=O)(=O)c4ccc(F)cc4)cc3C(=O)N([C@H](C)CO)C[C@H]2C)cc1,0.5

Following part.
molecule,TcdB GH inh
Cc1noc(C)c1S(=O)(=O)Nc1ccc2c(c1)C(=O)N([C@@H](C)CO)C[C@H](C)[C@H](CN(C)CC1CC1)O2,0.3
CCCNC(=O)N1CC2(C1)[C@@H](c1ccccc1)[C@@H](CO)N2C(=O)c1cccnc1,0.5
C[C@H](CO)N1C[C@H](C)[C@@H](CN(C)C(=O)Nc2ccc(F)cc2)Oc2ccc(NC(=O)Nc3ccc(C(F)(F)F)cc3)cc2C1=O,-11
CO[C@H]1CN(C)C(=O)c2cc(NC(C)=O)ccc2OC[C@@H](C)N(Cc2ccccn2)C[C@@H]1C,-0.2
CCC(=O)Nc1ccc2c(c1)OC[C@@H](C)N(C(=O)Nc1ccccc1F)C[C@@H](C)[C@H](OC)CN(C)C2=O,0.3
O=C(C1CC1)N1CC(=O)N2[C@H](CO)[C@@H](c3ccc(Br)cc3)[C@H]2C1,0.2
CC(=O)N[C@H]1CC[C@@H](CCNC(=O)C2CCCC2)O[C@@H]1CO,0.6
CCc1cnc(N2[C@@H](C#N)[C@@H](c3ccc(C#CCC4CCCC4)cc3)[C@@H]2CO)s1,0.1

In another format: results already given.
CCCNC(=O)N1CC2(C1)[C@@H](c1ccccc1)[C@@H](CO)N2C(=O)c1cccnc1
- TcdB GH inh: 0.5
C[C@H](CO)N1C[C@H](C)[C@@H](CN(C)C(=O)Nc2ccc(F)cc2)Oc2ccc(NC(=O)Nc3ccc(C(F)(F)F)cc3)cc2C1=O
- TcdB GH inh: -11

3 records drawn at random from those above:
molecule,TcdB GH inh
CCCNC(=O)N1CC2(C1)[C@@H](c1ccccc1)[C@@H](CO)N2C(=O)c1cccnc1,0.5
CO[C@H]1CN(C)C(=O)c2cc(NC(C)=O)ccc2OC[C@@H](C)N(Cc2ccccn2)C[C@@H]1C,-0.2
CCC(=O)Nc1ccc2c(c1)OC[C@@H](C)N(C(=O)Nc1ccccc1F)C[C@@H](C)[C@H](OC)CN(C)C2=O,0.3

New compounds follow
molecule,TcdB GH inh
O=C(C[C@H]1C[C@H]2c3cc(NC(=O)CC4CC4)ccc3O[C@H]2[C@H](CO)O1)NCc1ccc2c(c1)OCO2,-4.5
C[C@@H]1CN([C@H](C)CO)C(=O)Cc2cc(NC(=O)Nc3ccc4c(c3)OCO4)ccc2O[C@@H]1CN(C)Cc1ccc(C(F)(F)F)cc1,-0.9
C[C@@H]1CN([C@H](C)CO)C(=O)Cc2cc(NS(=O)(=O)c3ccc(F)cc3)ccc2O[C@H]1CN(C)S(=O)(=O)c1ccc(F)cc1,-0.7
CO[C@H]1CN(C)C(=O)c2cccc(C#N)c2OCC[C@H]2CC[C@@H](OC)[C@@H](CN(C)C(=O)[C@@H]1C)O2,0.6
CN1C(=O)c2cc(NC(=O)c3ccc(Cl)cc3)ccc2OC[C@@H]2O[C@H](CC(=O)NCc3cccc(F)c3)CC[C@@H]21,-0.1
CO[C@@H]1CN(C)C(=O)c2cc(NC(=O)c3ccccc3)ccc2OC[C@H](C)NC[C@@H]1C,-0.7
COC(=O)[C@H]1[C@H](CO)[C@H]2Cn3c(ccc(-c4ccc(F)cc4)c3=O)[C@@H]1N2C(C)=O,-0.3
Cc1ccccc1-c1ccc2c(c1)O[C@H](CN(C)C(=O)C1CC1)[C@H](C)CN([C@H](C)CO)S2(=O)=O,2.4

Of the compounds above, 4 have an aryl methoxy group:
molecule,TcdB GH inh
COc1ccc(S(=O)(=O)Nc2ccc3c(c2)C(=O)N([C@@H](C)CO)C[C@H](C)[C@H](CN(C)C(=O)CCCN(C)C)OCCCC[C@@H](C)O3)cc1,-0.5
COc1ccc(CN(C)C[C@H]2Oc3ccc(NC(=O)Nc4ccc5c(c4)OCO5)cc3C(=O)N([C@@H](C)CO)C[C@@H]2C)cc1,0.0
COc1ccccc1-c1ccc([C@H]2[C@@H](CO)N(C(=O)C3CCC3)[C@H]2C#N)cc1,0.8
COc1ccc(S(=O)(=O)N(C)C[C@H]2Oc3ccc(NS(=O)(=O)c4ccc(F)cc4)cc3C(=O)N([C@H](C)CO)C[C@H]2C)cc1,0.5

New compounds follow
molecule,TcdB GH inh
C[C@@H]1CN([C@@H](C)CO)C(=O)c2cc(NC(=O)Nc3cccc4ccccc34)ccc2O[C@H]1CN(C)S(=O)(=O)c1cn(C)cn1,-1.1
COc1ccc(S(=O)(=O)Nc2ccc3c(c2)C(=O)N([C@H](C)CO)C[C@@H](C)[C@H](CN(C)S(=O)(=O)c2ccc(F)cc2)OCCCC[C@H](C)O3)cc1,0.0
O=C(C[C@H]1CC[C@@H]2[C@H](COC[C@H](O)CN2C(=O)c2ccccc2F)O1)N1CCOCC1,1.4
CC(C)c1cn(CC[C@H]2CC[C@H](NC(=O)C3CC3)[C@H](CO)O2)nn1,-0.1
Cc1noc(C)c1NC(=O)N(C)C[C@@H]1OCCCC[C@@H](C)Oc2ccc(NC(=O)Cc3ccccc3)cc2C(=O)N([C@@H](C)CO)C[C@H]1C,0.8
CC(=O)NC[C@@H]1[C@@H](c2ccc(-c3ccccc3F)cc2)[C@@H](CO)N1CCC(F)(F)F,0.0
C[C@H](CO)N1C[C@H](C)[C@H](CN(C)S(C)(=O)=O)Oc2ncc(C#Cc3ccccc3F)cc2C1=O,0.3
CCS(=O)(=O)N1CCCCN2[C@H](C1)[C@@H](c1ccc(-c3ccccc3)cc1)[C@@H]2CO,-0.6

New compounds follow.
molecule,TcdB GH inh
CC(C)NC(=O)N(C)C[C@@H]1Oc2ccc(NS(=O)(=O)c3cccs3)cc2CC(=O)N([C@@H](C)CO)C[C@@H]1C,-0.2
C[C@@H]1CN([C@@H](C)CO)C(=O)c2cc(C#C[C@@H](C)O)cnc2O[C@H]1CN(C)Cc1ccc(-c2ccccc2)cc1,-0.5
C[C@H]1CN([C@@H](C)CO)C(=O)c2cc(NS(C)(=O)=O)ccc2O[C@@H]1CN(C)Cc1ccc(-c2ccccc2)cc1,0.0
CC(C)NC(=O)N(C)C[C@H]1Oc2c(NS(=O)(=O)c3ccc(Cl)cc3)cccc2C(=O)N([C@@H](C)CO)C[C@H]1C,0.8
COc1ccc(NC(=O)Nc2ccc3c(c2)[C@H]2C[C@H](CC(=O)NC4CCCC4)O[C@@H](CO)[C@H]2O3)cc1,-1.0
COc1ccc(NC(=O)Nc2ccc3c(c2)C(=O)N([C@H](C)CO)C[C@@H](C)[C@H](CN(C)S(=O)(=O)c2cccs2)OCCCC[C@@H](C)O3)cc1,0.0
CCCC(=O)Nc1ccc2c(c1)C(=O)N(C)[C@H]1CC[C@@H](CC(=O)NCc3ccccc3Cl)O[C@@H]1CO2,-1.2
C[C@@H]1CCCCO[C@@H](CN(C)C)[C@@H](C)CN([C@@H](C)CO)C(=O)c2cc(NS(=O)(=O)c3ccc(F)cc3)ccc2O1,-0.9

(continued)
molecule,TcdB GH inh
N#C[C@H]1[C@H](c2ccc(C#Cc3ccccc3F)cc2)[C@@H](CO)N1C(=O)C1CC1,0.5
CCN1[C@@H]2c3ccc(-c4cccc(F)c4)c(=O)n3C[C@H]1[C@H](CO)[C@H]2C(=O)NCC1CC1,1.0
O=C(C[C@H]1CC[C@@H]2[C@H](COC[C@H](O)CN2CCC(F)(F)F)O1)N1CCC(Cc2ccccc2)CC1,0.3
CC(C)(O)c1cn([C@@H]2C[C@@H]3O[C@H](CO)CC[C@@H]3O[C@@H]2CCc2ccc(-c3cccnc3)cc2)nn1,-0.5
C[C@@H]1CCCCO[C@H](CN(C)C(=O)Nc2ccc(F)cc2)[C@H](C)CN([C@@H](C)CO)C(=O)c2cc(NC(=O)Nc3ccc(F)cc3)ccc2O1,1.4
CO[C@@H](CN(C)Cc1ccc(-c2ccccn2)cc1)[C@H](C)CN(C(=O)Nc1ccc(F)cc1)[C@@H](C)CO,1.4
O=C(c1cccc(F)c1)N1CC2(C1)[C@H](c1ccccc1)[C@@H](CO)N2C(=O)C1CC1,-21
C[C@@H]1CN([C@@H](C)CO)C(=O)c2cc(NC(=O)Cc3ccccc3)ccc2O[C@@H](C)CCCCO[C@@H]1CN(C)C(=O)Nc1cccc2ccccc12,1.3

(next part)
Structure	TcdB GH inh
N#C[C@@H]1[C@H](c2ccc(C3=CCCCC3)cc2)[C@@H](CO)N1C(=O)NC1CCCC1	-1.2
OC[C@@H]1[C@@H](c2ccccc2)C2(CN(CCC(F)(F)F)C2)N1Cc1ccccc1	-0.5
C[C@H](O)C#Cc1ccc([C@H]2[C@@H](CO)N3CCCCN(S(=O)(=O)c4ccccc4)C[C@@H]23)cc1	0.2
CO[C@H]1CN(C)C(=O)c2ccc(NC(=O)Nc3cc(F)ccc3F)cc2OC[C@H](C)NC[C@H]1C	2.0
O=S(=O)(c1ccc(Cl)cc1)N1[C@@H]2CNC[C@H]1C2c1ccc(-c2cccc(F)c2)cc1 (stereo partly specified)	0.5
C[C@H](CO)N1C[C@H](C)[C@H](CN(C)S(=O)(=O)c2ccc(F)cc2)Oc2ccc(NS(=O)(=O)c3cn(C)cn3)cc2C1=O	-0.8
CO[C@H]1CN(C)C(=O)c2cc(NC(=O)c3cccc(F)c3)ccc2OC[C@H](C)N(CC2CC2)C[C@H]1C	0.8
CCC(=O)N[C@H]1CC[C@H](CC(=O)NCC2CC2)O[C@@H]1CO	-1.0

Continuation:
Structure	TcdB GH inh
CC(C)NC(=O)N1C[C@@H]2[C@H](c3ccccc31)[C@@H](CO)N2C(=O)Nc1cccc(F)c1	1.2
COc1ccc(S(=O)(=O)Nc2ccc3c(c2)C(=O)N([C@@H](C)CO)C[C@@H](C)[C@H](CN(C)S(=O)(=O)c2cn(C)cn2)O3)cc1	0.4
COc1ccc(NC(=O)Nc2cccc3c2O[C@@H](CN(C)S(=O)(=O)c2ccc(C)cc2)[C@@H](C)CN([C@H](C)CO)C3=O)cc1	-0.6
C[C@@H]1CN([C@H](C)CO)C(=O)c2cc(NC(=O)Nc3ccc(F)cc3)ccc2O[C@H]1CN(C)Cc1ccc(Cl)c(Cl)c1	-2.0
COCCNC(=O)C[C@H]1CC[C@H]2[C@H](COc3ccc(NC(=O)c4cc(C)on4)cc3C(=O)N2C)O1	0.0
COc1ccc2c3c(n(C)c2c1)[C@H](CO)N(C(=O)C1CCOCC1)CC31CN(C(=O)C2CC2)C1	-1.7
COc1cccc(S(=O)(=O)Nc2ccc3c(c2)[C@@H]2C[C@@H](CC(=O)N4CCCCC4)O[C@H](CO)[C@@H]2O3)c1	-1.3
CC=Cc1ccc2n(c1=O)C[C@H]1[C@H](CO)[C@@H](C(=O)N(C)C)[C@@H]2N1CC1CC1 (mixture of isomers)	0.1

(cont.)
Structure	TcdB GH inh
CCCNC(=O)N1CCC2(CC1)CN(Cc1cccc(OC)c1)[C@@H](CO)c1[nH]c3cc(OC)ccc3c12	0.1
COc1ccc(C(=O)Nc2ccc3c(c2)OC[C@@H](C)N(C)C[C@H](C)[C@H](OC)CN(C)C3=O)cc1	1.3
CCCNC(=O)N1[C@H](C#N)[C@H](c2ccc(-c3ccccc3F)cc2)[C@@H]1CO	0.9
COc1ccc(CN(C)C[C@H]2Oc3c(NC(=O)C4CCCCC4)cccc3C(=O)N([C@H](C)CO)C[C@@H]2C)cc1	0.8
COc1cccc(-c2ccc3c(c2)O[C@H](CN(C)C(=O)C2CC2)[C@H](C)CN([C@H](C)CO)S3(=O)=O)c1	-0.3
CO[C@H](CN(C)C(=O)c1cnccn1)[C@@H](C)CN([C@@H](C)CO)S(=O)(=O)c1ccc(F)cc1	-0.3
CCS(=O)(=O)N1CC(=O)N2[C@H](C1)[C@@H](c1ccc(C#CCC(C)C)cc1)[C@@H]2CO	1.1
C[C@@H]1CN([C@@H](C)CO)C(=O)c2cccc(NC(=O)C3CCOCC3)c2O[C@H]1CN(C)Cc1ccc(C(=O)O)cc1	0.0

Next part.
Structure	TcdB GH inh
C[C@H](CO)N1C[C@H](C)[C@@H](CN(C)C(=O)NC2CCCCC2)OCCCC[C@H](C)Oc2ccc(NS(=O)(=O)c3ccccc3)cc2C1=O	0.9
C[C@H](CO)N1C[C@H](C)[C@H](CN(C)C(=O)Nc2ccccc2)Oc2ccc(NS(=O)(=O)c3ccc(Cl)cc3)cc2CC1=O	0.5
CC=Cc1ccc2n(c1=O)C[C@H]1[C@H](CO)[C@@H](C(=O)NCc3ccc(F)cc3)N(C)[C@@H]21 (mixture of isomers)	-0.9
Cc1ccccc1-c1ccc([C@@H]2[C@@H](CO)N3CCCCN(C(=O)CN4CCOCC4)C[C@@H]23)cc1	-1.5
Cc1ccc(S(=O)(=O)Nc2ccc3c(c2)C(=O)N([C@@H](C)CO)C[C@H](C)[C@@H](CN(C)S(=O)(=O)c2ccccc2)O3)cc1	0.1
O=C(CN1CCOCC1)NCC[C@@H]1CC[C@H](NC(=O)Cc2ccccn2)[C@@H](CO)O1	0.1
COc1ccc(S(=O)(=O)N(C)C[C@H]2Oc3c(NC(=O)NC4CCCCC4)cccc3C(=O)N([C@@H](C)CO)C[C@H]2C)cc1	0.1
C=CCCN(CC#C[C@H]1Oc2ccccc2S(=O)(=O)N2CCC[C@@H]12)S(=O)(=O)c1ccc(C)cc1	-0.2
O=C(N[C@H]1CC[C@@H](CC(=O)N2CCOCC2)O[C@H]1CO)c1cccc(F)c1	-0.4

Bioassay records (PubChem BioAssay)
